Apoferritin bind – candidate novel general anesthetic via apoferritin binding | P02791 | apoferritin/1-aminoanthracene competitive binding, fluorescence | Potency, µM (top dose mostly 77.5 µM), for the others: top-dose activity change, negative = displacement, actives largely listed as inhibitors | actives 0.074% (n = 350,000) | AID 485281; active = well fitted inhibition curve with a large enough effect; inconclusive = small, poorly fitted or top-dose-only effect; inactive = no such curve, though single readings can be large or run the other way; also: nearly all actives have a fitted effect of over 20% in size
Target sequence (P02791 2-175 limits assumed): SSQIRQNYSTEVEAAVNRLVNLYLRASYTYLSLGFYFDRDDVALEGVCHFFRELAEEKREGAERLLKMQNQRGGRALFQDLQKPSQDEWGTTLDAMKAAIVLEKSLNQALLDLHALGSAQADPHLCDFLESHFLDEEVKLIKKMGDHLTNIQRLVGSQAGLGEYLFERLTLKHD
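Steps: apoferritin (10 uM) was premixed with half-saturated 1-AMA in PBS, compounds were pin-transferred, plates stood 10 min at room temperature, fluorescence was read at 380/535 nm, and curves were fitted with a Hill equation.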
Active calls of the source: *; ? = inconclusive; & = joins results of further samples; [ ] = remark or other dose. % is scaled to controls: 0 for no effect and ±100 for the full control effect; potency is read from the fitted curve at half-maximal effect.

SMILES | Apoferritin bind
CCCCCC(O)c1ccc([C@H]2CCC(=O)[C@@H]2CCCCCCC(=O)O)cc1 (some centres not stated) | 6%
COC(=O)[C@@]1(Cc2ccccc2)[C@H]2c3cc(C(=O)N4CCCC4)n(Cc4c(CO)[nH]cc(C)c4=O)c3C[C@H]2CN1C(=O)c1ccccc1 | -12%
CCCCCC(O)CCCC(=O)O (configuration not stated) | -7%&1%
COC(=O)CCN(Cc1ccco1)S(=O)(=O)c1ccc(F)cc1Br | ?
CN(Cc1ccco1)c1nc(-c2ccccc2Cl)nc2ccccc12 | -2%
CC(=O)OC1C=C[C@]2(C)C(CC(OC(C)=O)[C@@]3(C)C4=CC(=O)OC(c5ccoc5)[C@]4(C)CCC23)C1(C)C (some centres not stated) | -9%
COC(=O)C1=C(C)NC(C)=C(C(=O)OCCNCc2ccccc2)C1c1cccc([N+](=O)[O-])c1 (configuration not stated) | ?
CO[C@@H]1COC(=O)[C@H](Cc2ccccc2)NC(=O)C/C=C\[C@@H](C)[C@H](OC)COC(=O)[C@@H](C)NC(=O)C/C=C\[C@H]1C | 1%&7%[15.3 µM]
Cc1cccc(C2=NN(c3ccccc3)[C@@H](C(=O)N3CCOC3=O)[C@@H]2c2ccc([N+](=O)[O-])cc2)c1 | -13%
Cc1ccc(S(=O)(=O)N[C@H]2COC(=O)CC=C[C@@H](C)[C@H]3C=C[C@H](O)[C@@H](COC(=O)CC=C[C@H]2C)O3)cc1 | 1%&4%[15.3 µM]
CCC#CCOCC(=S)Nc1ccccc1 | -6%
CC(=O)OCOC(=O)CNc1ccccc1OCCOc1ccccc1NCC(=O)OCOC(C)=O | 41%[activator]
O=C(/C=C/c1ccc(O)cc1)OC[C@H]1O[C@@H](Oc2c(-c3ccc(O)cc3)oc3cc(O)cc(O)c3c2=O)[C@H](O)[C@@H](O)[C@@H]1O | 4%
C=CCC1CCCC(=O)N2CCCC12 (configuration not stated) | 3%[163 µM]
CN1[C@@H](CC(=O)c2ccccc2)CCC[C@@H]1C[C@@H](O)c1ccccc1 | -1%[29.3 µM]
C#CCCCO/N=C1/C[C@@H](O)[C@@H](O)[C@@H]2[C@@H]3C(=O)N(Cc4ccc5c(c4)OCO5)C(=O)[C@H]3CC[C@@H]12 | -2%[15.3 µM]
C[C@H]1C(c2ccc(F)cc2)=NN(c2ccccc2)[C@@H]1CO | 338%[activator][110 µM]
COC(=O)N(/C=C/c1ccc(OC)cc1)CCc1ccc(OC)c(OC)c1 | 4%[15.3 µM]
CC(=O)[C@]1(O)CCC2C3CCC4=CC(=O)CC[C@@]4(C)C3CC[C@]21C (some centres not stated) | -6%
CC(=O)OC[C@H]1O[C@@H](O/N=C(\C)CCN2CCCc3nc(C)c(C)cc32)[C@H](OC(C)=O)[C@@H](OC(C)=O)[C@H]1OC(C)=O | 6%[15.3 µM]
COC(=O)C1=CO[C@@H](C)[C@@H]2CN3CCc4c([nH]c5ccccc45)[C@@H]3C[C@H]12 | -9%
COc1ccc(-c2coc3cc(OC(C)=O)cc(OC(C)=O)c3c2=O)cc1 | -3%
CC1(C)CC2C1CCC1(C)OC1CCC2(C)O (configuration not stated) | -2%
O=C(N/N=C\c1ccc([N+](=O)[O-])o1)c1ccc(O)cc1 | -7%[29.3 µM]
CCCCN1CC[C@@H]2C=CC[C@H](C(=O)OC)[C@@H]2C1=O | -20%[163 µM]
COc1cc2c(c(OC)c1OC)-c1c(cc3c(c1OC)OCO3)CC(C)C(C)(O)C2OC(=O)c1ccccc1 (configuration not stated) | -8%
COc1ccccc1C1=Nn2c(nnc2-c2cccc(OC)c2OC)SC1 | -10%
CC(C)(C)OC(=O)NS(=O)(=O)Nc1ccccc1Br | ?
CC12CCC=CC1C(c1ccc(Br)cc1F)N(Cc1ccccc1)C2=O (configuration not stated) | -7%
COC(=O)C1=C[C@@H](C(=O)OC)[C@@H]2C3=C(C(=O)C2(C)C)[C@H](C)n2c(=O)n(C)c(=O)n2[C@@H]3C1 | 3%
CO[C@H]1COC(=O)CCC[C@H](C)[C@H](OC)COC(=O)C/C=C\[C@@H]1C | 1%[15.3 µM]
O=S(=O)(c1ccccc1)N(CC(F)(F)F)c1ccc(C(O)(C(F)(F)F)C(F)(F)F)cc1 | -17%
C/C(=C\C1CCCCC1)C(NC(=O)c1cccnc1)c1ccc(-c2ccccc2)cc1 (configuration not stated) | -9%
OCC1OC(c2ccc3c(c2)OCO3)C=CC1Oc1cc(Cl)cc(Cl)c1 (configuration not stated) | ?
C[C@H](CO)NC(=O)[C@H]1C[C@@H]1[C@H](NP(=O)(c1ccccc1)c1ccccc1)c1ccccc1 | 0%
C[C@@H]1CCC2[C@@H](C)[C@@H](O)O[C@@H]3O[C@@]4(C)CC[C@@H]1[C@@]23OO4 (some centres not stated) | -4%
CCCCCCCCCCCCCCCCn1cc[n+](Cc2ccccc2)c1C | ?
c1ccc2[nH]c(NCCCc3cnc[nH]3)nc2c1 | 4%
COCCNC(=O)COc1ccc(OCCNC[C@H](O)COc2ccccc2)cc1 | -2%
Cc1c(S(=O)(=O)O)oc2c1C(=O)C(=O)c1c-2ccc2c1CCCC2(C)C | -21%
CC[C@H](C)[C@H](NC(=O)[C@H](CC(=O)O)NC(=O)[C@H](CC(C)C)NC(=O)[C@H](Cc1cnc[nH]1)NC(=O)[C@H](C)NC(=O)[C@H](Cc1ccccc1)NC(=O)[C@H](Cc1ccc(O)cc1)NC(=O)[C@@H](NC(=O)[C@H](C)NC(=O)[C@H](CCC(=O)O)NC(=O)[C@H](CCC(=O)O)NC(=O)[C@H](CC(=O)O)NC(=O)CCC(=O)O)C(C)C)C(=O)N[C@H](C(=O)N[C@@H](Cc1c[nH]c2ccccc12)C(=O)O)[C@@H](C)CC | -6%
CC(=O)OC1CC(O)C(C)(C)C2CC(OC(C)=O)[C@]3(C)C(CC[C@@]4(C)C(c5ccoc5)OC(=O)C5OC534)[C@]12C (some centres not stated) | -14%
CN(C)C1CCc2[nH]c3ccc(NC(=O)c4ccc(F)cc4)cc3c2C1 (configuration not stated) | 1%
C/C(CCN1CCc2nc(-c3ccccc3)c(-c3ccccc3)cc2C1)=N\O[C@@H](C)c1cn([C@@H]2COC[C@@H]2O)nn1 | -6%[15.3 µM]
Cc1noc(C)c1-c1cncnc1NC1CC1 | -4%
OCC(O)C(O)C(O)CO (configuration not stated) | 2%&0%
CCN(CC)CCCCn1c(-c2ccccc2)nc2c(NCc3ccccc3)nc(C)nc21 | -7%
CC(=O)OCC1OC(n2cnc3c(Cl)nc(Cl)nc32)C(OC(C)=O)C1OC(C)=O (configuration not stated) | -4%
C/C=C/C(=O)[C@@H](C)[C@@H](/C=C/C[Si](C)(C)C)C(C)C | 4%
COc1ccc(C2=Nn3c(nnc3-c3cc(OC)cc(OC)c3)SC2)cc1 | ?
OCC1OC(c2ccccc2)C=CC1Oc1ccc(C2CCCC2)cc1 (configuration not stated) | 8%[15.3 µM]
COc1ccccc1CNc1ncncc1-c1ccccc1C | -1%
CCCCCC1C(=O)CCC1CC(=O)O (configuration not stated) | -4%
CCCCn1c(=O)c2[nH]c(C34CC5CC(CC3C5)C4)nc2n(CCCO)c1=O | -23%
Nc1nc2nc(Cl)[nH]c2c(=O)[nH]1 | 6%
CCC(C)c1cc([N+](=O)[O-])cc([N+](=O)[O-])c1OC(C)=O (configuration not stated) | 144%[activator]

(further entries)
SMILES | Apoferritin bind
CC(=O)c1ccc(NC(=O)OCCN2CCN(Cc3ccccc3)CCC2=O)cc1 | -6%[110 µM]
O=C(CCN1CCCCC1)Nc1ccc2c(c1)C(=O)c1ccc(NC(=O)CCN3CCCCC3)cc1C2=O | -15%
COc1cc2c(cc1O)C(Cc1ccc(O)cc1)[N+](C)(C)CC2 (configuration not stated) | 0%
CC(C)(N)C(=O)N[C@@H](Cc1cnc[nH]1)C(=O)N[C@H](Cc1ccc2ccccc2c1)C(=O)N[C@H](Cc1ccccc1)C(=O)N[C@@H](CCCCN)C(N)=O | 10%
CC1CCC2C(=O)OC(CO)CN2C1c1ccc(Br)cc1 (configuration not stated) | -7%[15.3 µM]
OC[C@H]1NC[C@@H](O)[C@@H](O)[C@@H]1O | 4%
CC1(C)CCC2(C(=O)O)CC[C@]3(C)C(=CCC4[C@]5(C)CCC(O)C(C)(C)C5C(O)C[C@]43C)C2C1 (some centres not stated) | -6%
C/C(CCC(=O)OC[C@@H]1O[C@H](C#Cc2ccccc2)C=C[C@@H]1Oc1ccc(C)cc1)=N/OC[C@@H](C)[C@H](OCc1ccccc1)C(C)C | 4%[15.3 µM]

Rewritten with the structure last: entries from further up.
Apoferritin bind	Compound
10%	CC(C)(N)C(=O)N[C@@H](Cc1cnc[nH]1)C(=O)N[C@H](Cc1ccc2ccccc2c1)C(=O)N[C@H](Cc1ccccc1)C(=O)N[C@@H](CCCCN)C(N)=O
4%[15.3 µM]	C/C(CCC(=O)OC[C@@H]1O[C@H](C#Cc2ccccc2)C=C[C@@H]1Oc1ccc(C)cc1)=N/OC[C@@H](C)[C@H](OCc1ccccc1)C(C)C
-6%	CC1(C)CCC2(C(=O)O)CC[C@]3(C)C(=CCC4[C@]5(C)CCC(O)C(C)(C)C5C(O)C[C@]43C)C2C1 (some centres not stated)
-6%[110 µM]	CC(=O)c1ccc(NC(=O)OCCN2CCN(Cc3ccccc3)CCC2=O)cc1

(more compounds)
SMILES | Apoferritin bind
CC(=O)OCC(=O)[C@@]1(O)CCC2C3C[C@H](C)C4=CC(=O)C=CC4(C)C3C(O)CC21C (some centres not stated) | -4%
O=C(O)CO | -11%
NC(=O)NCC(N)C(=O)O (configuration not stated) | 4%
CN1CCN(C(=O)c2nc3ccc(Cl)cc3[nH]2)CC1 | 5%
CCC1(CC)C(=O)C2=C3C1[C@H](C(=O)OC)C=C(C(=O)OC)C[C@H]3n1c(=O)n(-c3ccccc3)c(=O)n1[C@H]2C (some centres not stated) | -13%
N[C@H](Cn1ccc(=O)c(O)c1)C(=O)O | -1%[29.3 µM]
CNC[C@H](O)[C@H](O)[C@H](O)[C@H](O)CO | 4%[29.3 µM]
CSCC[C@H](NC(=O)[C@H](CC(C)C)N1CCC(NC(=O)[C@@H](NC(=O)[C@H](Cc2ccccc2)NC(=O)[C@H](CO)NC(=O)[C@H](CC(=O)O)NC(=O)[C@@H](N)CCCCN)C(C)C)C1=O)C(N)=O (some centres not stated) | -5%
Nc1ncn(C2CC(O)C(CO)O2)c(=O)n1 (configuration not stated) | 2%
Cc1cccc(-c2ccc(-c3cc(=O)oc4cc(C)cc(C)c34)cc2)c1 | -21%[110 µM]
Nc1nc(O)c2ncn([C@H]3CC[C@@H](CO)O3)c2n1 | 4%
CO[C@H]1OC[C@@]2(C)[C@@H]3C4=C(CN2C(=O)OC(C)(C)C)[C@H](C)[C@H](CO)[C@H](CO)[C@H]4CC[C@H]13 | -8%
COc1cccc(-c2cc(NCc3cccs3)ncn2)c1 | -4%
COc1c(O)c(O)c2cc(OC)c3c(OC)cc(=O)c4c5c(=O)c(OC)c(C(C)=O)c6c5c(c1CC=6C)c2c34 | -3%
COC(=O)c1ccc(C(NC(=O)OCc2ccccc2)/C(=C/[C@@H](C)C(=O)NCc2ccc(-c3ccccc3)cc2)c2cccnc2)cc1 (some centres not stated) | -7%
CC(N)(COP(=O)(O)O)C(=O)O (configuration not stated) | -5%
O=c1ccc2ccc(OS(=O)(=O)O)cc2o1 | 597%[activator]
CCCn1c(C)nc2c(NCCN3CCCCC3)nc(C)nc21 | 5%
CC1(C)CC1C(=O)N/C(=C/CCCCSCC(N)C(=O)O)C(=O)O (configuration not stated) | -6%
COC(=O)[C@@H]1CC[C@H](C)[C@@H](c2ccc(C)cc2)N1C(=O)c1ccc(/C=N\O[C@@H]2O[C@H](COC(C)=O)[C@H](OC(C)=O)[C@H](OC(C)=O)[C@H]2OC(C)=O)cc1 | -3%[15.3 µM]
C/C=C(/C)C(=O)O[C@H]1CC(C)=CC(=O)[C@@]2(C)CC[C@@](O)(C(C)C)[C@H]12 | -10%
COc1ccc(C(=O)/C=C/c2ccccc2)cc1 | -12%
COC(=O)[C@@]1(Cc2ccc(OC)cc2)[C@H]2c3cc(C(=O)N4CCCC4)n(Cc4ccc(Cl)c(C(F)(F)F)c4)c3C[C@H]2CN1C(=O)c1ccccc1 | -12%
COC(=O)[C@H]1C[C@H]1[C@@H](NC(=O)c1ccc[nH]1)c1ccccc1 | 4%

Shown with the structure last: part of the list above
Apoferritin bind | Molecule
-3%[15.3 µM] | COC(=O)[C@@H]1CC[C@H](C)[C@@H](c2ccc(C)cc2)N1C(=O)c1ccc(/C=N\O[C@@H]2O[C@H](COC(C)=O)[C@H](OC(C)=O)[C@H](OC(C)=O)[C@H]2OC(C)=O)cc1
-12% | COC(=O)[C@@]1(Cc2ccc(OC)cc2)[C@H]2c3cc(C(=O)N4CCCC4)n(Cc4ccc(Cl)c(C(F)(F)F)c4)c3C[C@H]2CN1C(=O)c1ccccc1

(continued)
SMILES | Apoferritin bind
O=C1c2ccccc2C(Cc2ccnc(F)c2)(Cc2ccnc(F)c2)c2ccccc21 | -6%
CC(NC(=O)C1CCCN1C(=O)CN)C(=O)O (configuration not stated) | 27%
COC(=O)[C@@H]1C[C@H]1[C@@H](NC(=O)c1cccnc1)c1ccccc1 | -1%
COc1ccc(CNc2ncnc3ccc(-c4c(C)noc4C)cc23)cc1 | -2%
CCCCC/C=C\C/C=C\C/C=C\C/C=C\CCCC(=O)O[C@@H](CO)COCCCCCCCCCCCCCCCC | -12%
O=C(O)c1ccccc1Nc1ccc(CCc2ccc(Cl)c(Cl)c2)cc1 | -18%
C[C@@H]1C[C@@H]([C@@H](C)CC2CC(=O)NC(=O)C2)C(=O)[C@@H](C)C1 | -1%
CCOC(=O)OCC1OC(C#Cc2ccccc2)C=CC1Oc1cccc(N(C)C)c1 (configuration not stated) | ?
CCC(C=C[C@@H]1OC(=O)C=C[C@H]1C)=C[C@H](C)CC=CC(C)=C[C@@H](C)C(=O)[C@@H](C)[C@H](O)[C@@H](C)CC(C)=CC(=O)O | 13%[3.34 µM]
Cc1ccc2oc(=O)c3c4cc(O)c(O)cc4oc3c2c1 | -10%

Assay outcomes from PubChem.

Some of the compounds tested. The share of hits here may be higher or lower than overall.
